# SSB-PriA inh – K. pneumoniae PriA-SSBct interaction inhibition. AlphaScreen SSBct-PriA binding, biotinylated peptide. inhibition, % at 33 µM. 430,000 compounds, 0.6% hits. AID 1272365; in the data active = inhibition mostly above about 37%, no sharp cut-off; inactive = mostly below about 20%;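 note: plate controls were negative control peptide for no effect and reference peptide for full effect; strong numbers were not always called active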
# * hit, by the source's call; & = joins results of further samples.
structure | SSB-PriA inh
Cc1sc(NC(=O)c2ccc3c(c2)OCCO3)c(-c2nc3ccccc3s2)c1C | -16.0
CC(O)(CNS(=O)(=O)c1cccc2nsnc12)c1cc2ccccc2o1 (stereo not given) | -12.0
Cc1cc(=O)n2c(-c3ccc(NC(=O)Nc4ccc5c(c4)OCO5)cc3)csc2n1 | -11.0&-8.0
CN(C)S(=O)(=O)c1ccc(C(=O)NCC(O)c2cn(C)c3ccccc23)cc1 (stereo not given) | -8.0
Cc1nn(Cc2ccc(Cl)cc2)c(Cl)c1C=NNC(=O)CNc1ccccc1F | -1.0
CCOc1ccccc1-c1nc(-c2cn(-c3ccccc3)nn2)no1 | -8.0
COc1ccccc1C(=O)N(CCc1cccs1)c1nc2ccc(S(C)(=O)=O)cc2s1 | -20.0
NS(=O)(=O)c1ccc(NC(=O)CN2C(=O)S/C(=C\C(=O)Nc3ccccc3)C2=O)cc1 | -6.0
CCS(=O)(=O)N1CCc2ccc(NC(=O)COC)cc2C1 | -10.0
Cc1nn(C)c(C)c1S(=O)(=O)N1CCCC(Oc2nccnc2N(C)C)C1 (stereo not given) | -1.0
COc1ccc(NC(C)=O)cc1NC(=O)CSc1nnc(-c2ccccn2)n1Cc1ccco1 | 41.6
COc1ccc(/C=C2\Oc3c4c(cc(C)c3C2=O)OCN(CC2CCCO2)C4)cc1OC (stereo not given) | 0.0
CCOC(=O)C(=NO)C(C)=NNC(C)=O | -23.8
COC(=O)c1ccc(C(=O)NCc2nnc3cc(-c4nc(C)no4)ccn23)cc1 | -6.0
Cc1ccc(S(=O)(=O)N2CCc3ccc(NC(=O)c4cccc(Cl)c4)cc3C2)cc1 | 10.0

# (more compounds)
structure | SSB-PriA inh
CCOC(=O)N1CCN(/C=C(\C#N)C(=O)NCc2ccc(OC)cc2)CC1 | 2.0
O=C(CSc1ccc(NC(=O)c2ccccc2)nn1)Nc1nccs1 | -7.0
Cc1ccc(-c2csc(NNC3=NCCCCC3)n2)cc1 | 62.0*
CCOC(=O)c1c(S(=O)(=O)N2CCN(C(=O)c3ccco3)CC2)n[nH]c1CC | -10.0
O=C(NCCNc1ccc(Nc2ccncc2)nn1)c1ccccc1Cl | -14.0
Cc1cccc(-c2nnc(NC(=O)c3cccc(S(C)(=O)=O)c3)o2)n1 | -13.0
Cc1c(NC(=O)CC(NCc2ccccc2)C(=O)O)c(=O)n(-c2ccccc2)n1C (stereo not given) | 0.0
O=C(O)c1[nH]nc2c1CCc1ccccc1-2 | 1.0
O=C1CCS(=O)(=O)N1c1ccc(S(=O)(=O)N2CCN(Cc3ccccc3)CC2)cc1 | -18.0
O=C(c1cc2nc(-c3cccs3)cc(C(F)(F)F)n2n1)N1CCN(c2ccc(F)cc2)CC1 | -9.0
O=C(CSc1nccn2nc(-c3ccc(F)cc3)cc12)Nc1ccc2c(c1)OCO2 | -4.0&0.0
NC(=O)C1CCN(C(=O)CCc2csc3nc(-c4ccc(Cl)cc4)cn23)CC1 | -9.0
Cc1nc(C(N)=NOC(=O)c2ccccc2Cl)c(C(F)(F)F)o1 | -0.9
COC(=O)C1CCN(S(=O)(=O)c2cc3c4c(c2)CCC(=O)N4CCC3)CC1 | -30.0
CC1CN(C)CCN1CC1CCN(C(=O)NC(C)(C)C)CC1 (stereo not given) | -17.0

# Other results.
structure | SSB-PriA inh
O=C(CN1CC(c2nc(C3CC3)no2)C1)Nc1cccnc1 | -11.0
O=C(c1ccc(Br)o1)N1CCN(c2nc3ccc(OC(F)(F)F)cc3s2)CC1 | 10.0
COC(=O)c1cccc(Nc2ncnc3c2c(C)c(C)n3Cc2ccco2)c1 | 30.0
Nc1nc2ccc(CCN3CCCC3)cc2s1 | 10.0
O=C1C2C3C=CC(C3)C2C(=O)N1CCN1CCN(S(=O)(=O)c2cccs2)CC1 (stereo not given) | -4.0
CCOc1ccc(S(=O)(=O)NCC2CCN(C3CCCC3)CC2)cc1C | -2.0
CCOc1ccc(NC(=O)c2ccc(COc3ccccc3)o2)cc1 | -6.0
Cc1cccc(N(C)S(=O)(=O)c2c(-c3cccc(F)c3)csc2C(=O)NCc2ccco2)c1 | -1.0
O=C1CCSCC(C(=O)Nc2ccc(F)c(Cl)c2)N1 (stereo not given) | 1.0
Cc1nnc([C@H]2CCCN(C(=O)CCS(=O)(=O)c3ccccc3)C2)s1 | -4.0
Cc1c(Cl)cccc1NC(=O)C(=O)NCc1ccc(C(=O)c2cccs2)s1 | -15.0
Cc1cc(Cl)ccc1OC(C)C(=O)NNC(=O)c1cccc([N+](=O)[O-])c1 (stereo not given) | 11.0
NC(=O)c1ccccc1OCC#CCNC(=O)Cc1ccc(F)cc1 | -5.0
COc1ccc(Oc2cnc(N)nc2-c2ccc(OC)cc2O)cc1 | -4.0
O=C(NC1CCC(Oc2ncc(F)cn2)CC1)[C@@H]1CC=CCC1 (stereo not given in full) | -6.0

# The list goes on:
structure | SSB-PriA inh
CN(C[C@H]1Cc2ccccc2CO1)S(=O)(=O)c1ccc(OCC(N)=O)cc1 | -10.0
COc1ccc(CCNC(=O)c2ccc3c(=O)n4c(nc3c2)SCC4)cc1OC | -20.0
CN(C)c1cccc(C(=O)NCCC(O)c2ccc3c(c2)OCO3)c1 (stereo not given) | 9.0
O=C(c1cc(-c2ccco2)on1)N(Cc1ccsc1)Cc1ccccn1 | -2.0
CN1C(=O)NC2(CCN(CC(=O)Nc3ccccc3C(F)(F)F)CC2)C1=O | -12.0&7.0
Cn1cccc1CN(C(=O)c1ccc(OC(F)(F)F)cc1)C1CC1 | 11.0
CC(=O)N1CCN(c2c(C)cnc3c2c(=O)n(CC(=O)N(C)c2ccccc2)c(=O)n3C)CC1 | 15.0
CC(NC(=O)c1nnc2n(c1=O)CCN2c1ccccc1)c1ccccc1 (stereo not given) | 6.0
Cc1ccc2c(c1)N(C)C(=O)c1cc(NC(=O)C3CC3)ccc1O2 | 10.0
Cc1cc(NC(=O)c2ccc(S(=O)(=O)N(C)C)cc2)n(C(C)C)n1 | -15.0
O=C1CC2(CCN(C(=O)c3ccccc3SC(F)F)CC2)Oc2ccccc21 | -6.0
NC(=O)c1cc(OCc2ccccc2)no1 | -30.0
CCOc1cccc2sc(N3CCN(C(=O)CCS(=O)(=O)c4ccc(F)cc4)CC3)nc12 | -9.0
COc1ccc(N2CCN(CCNC(=O)C(=O)NCc3ccc(F)cc3)CC2)cc1 | -13.0
CCOC(=O)c1ccc(Nc2c(N)c(=O)oc3ccccc23)cc1 | -1.0

# Continued.
structure | SSB-PriA inh
O=C(Cc1ccc(Cl)cc1)NC[C@@H](c1ccc2c(c1)OCO2)N1CCN(c2ccccc2)CC1 | 15.0
COCC(=O)N1CCCc2ccc(NS(=O)(=O)c3ccc(Cl)s3)cc21 | 10.0
COC(=O)C=c1sc2ncnn2c1=O | -3.9
S=c1ssc(=NC(=Nc2ccccc2)c2ccccc2)n1Cc1ccccc1 | -6.0
O=C(Nc1cccc(-c2cn3ccsc3n2)c1)c1ccccc1I | 17.0
COc1cccc(N2CCN(S(=O)(=O)C3CC3)CC2)c1 | 1.0
Cc1nc(C)c(C(=O)N2CC(S(=O)(=O)Cc3ccco3)C2)s1 | -7.0
O=C(N1Cc2cncnc2C1)C1(c2cccs2)CCCC1 | 17.0
O=C(Nc1ncn[nH]1)C1CCN(c2cc(-n3cncn3)ncn2)CC1 | -2.0
COc1ccc(CCC(=O)NCCn2ncc3c(N4CCN(c5ncccn5)CC4)ncnc32)cc1 | 0.0
COC1(CNC(=O)Cc2cccs2)CCSC1 (stereo not given) | 14.0
CC(C)S(=O)(=O)c1ccc(CC(=O)NC[C@H](O)c2ccoc2)cc1 | 5.0
Cc1ccc(C)c(S(=O)(=O)N[C@@H](C)C(=O)Nc2ccc(Cl)c(Cl)c2)c1 | -14.0
Cc1ccc(S(=O)(=O)Nc2cccc(C(=O)Nc3nc4c(s3)CCC4)c2)cc1 | 2.0
Cn1nc(C2CCN(C(=O)Cn3cccc3)CC2)n(-c2ccccc2)c1=O | 0.0

# (continued)
structure | SSB-PriA inh
COc1ccc(Cl)c2sc(NC(=O)CN3C(=O)c4ccccc4C3=O)nc12 | -4.0
CC(=NNC(=O)C1(C)CC1(Br)Br)c1ccc(C)cc1C (stereo not given) | 0.3
CS(=O)(=O)Nc1cccc(C2=NN(c3nc(-c4ccccc4)c4cc(Cl)ccc4n3)C(c3ccco3)C2)c1 (stereo not given) | -4.0&-6.0
O=C(CC=NOCc1ccccc1F)c1cnc(-c2ccc(Cl)cc2)s1 | -22.7
COc1ccc(OC)c(C(=O)c2oc3cc(NC(=O)c4ccccc4Cl)ccc3c2C)c1 | 2.0
COc1ccccc1OCC#CCNC(=O)c1ccccc1C(F)(F)F | -1.0
COc1ccc(S(=O)(=O)Nc2cccc(C(=O)Nc3sc(C)c(C)c3C(N)=O)c2)cc1 | -12.0
O=C(O)CCc1cccc(O)c1 | -12.0&-11.0
CC(C)c1ccc(CC(=O)Nc2ccc3scnc3c2)cc1 | 0.0
CN(C)CCN(C(=O)c1c[nH]c2ccccc12)c1nc2ccc(OC(F)(F)F)cc2s1 | -8.0
Cc1ccc(S(=O)(=O)c2c(NS(=O)(=O)c3ccccc3)n(CCC(C)C)c3nc4ccccc4nc23)cc1 | 26.2
O=C(c1ccc2nsnc2c1)N1CCN(c2ccc(-n3cncn3)nn2)CC1 | -16.0
O=C(CSc1nc(-c2ccccc2)cc(=O)[nH]1)Nc1ccc2c(c1)OCCO2 | 5.0
O=C(NC1CC1)C1CCCN(c2ccc(-c3ccco3)nn2)C1 (stereo not given) | -1.0
O=C(CSc1nc2cc3c(cc2c(=O)n1Cc1ccco1)OCO3)Nc1ncn[nH]1 | -7.0

# (listing goes on)
structure | SSB-PriA inh
O=C(NCCCn1ccnc1)C(=O)Nc1c2c(nn1-c1ccc(Cl)cc1)CSC2 | 3.0
CCOc1cc([N+](=O)[O-])cc(C=NNC(=O)c2c(-c3ccccc3)noc2C)c1O | 14.1
CCOc1ccccc1NC(=O)NCCNC(=O)c1ccc(NC(=O)CC)cc1 | -25.0
O=C(CSc1nc(-c2cccc([N+](=O)[O-])c2)cs1)NCc1ccco1 | 13.0
CCCC[n+]1ccn(C2=C([O-])c3ccccc3C(=O)C2=NS(=O)(=O)c2ccc(Cl)cc2)c1 | -0.9
Cc1ccc(-n2ccnc(SCC(=O)c3ccc(Br)cc3)c2=O)cc1 | 4.0
Cc1ccc(NC(=O)Cn2nc3ccc(SCc4ccc(Cl)cc4)nn3c2=O)cc1C | -20.0
C[C@@](O)(CN)CCc1ccccc1 | -1.0
COc1ccc(C=NNc2ccc(C(F)(F)F)cc2[N+](=O)[O-])cc1O | 6.0
Cc1nn(C2CCS(=O)(=O)C2)c2nc(-c3ccco3)cc(C(=O)NCc3ccc(Cl)cc3)c12 (stereo not given) | -1.0
COc1ccc2nc(-c3ccc(C)c(NC(=O)c4ccc5c(c4)OCO5)c3)cn2n1 | 1.0
CCOC(=O)Nc1nc2c(s1)CN(C(=O)c1cc(-c3ccccc3)on1)CC2 | -4.0
O=C(Nc1ccccn1)c1cc(OCc2ccccc2)no1 | -9.0
CC(=O)N1CC(C(=O)NCc2cccs2)C1 | -19.0
Clc1cc(C=NNC2=NCCN2)cc(Cl)n1 | -5.3

# Remaining list, next part
structure | SSB-PriA inh
Cc1c(Cl)cccc1NC(=O)Cn1c(=O)n(CCCCC(=O)NC(C)C)c(=O)c2ccccc21 | 4.0
CCOc1ccc(NCc2cn3ccccc3n2)cc1 | 35.0
O=C(CN1C(=O)c2ccccc2C1=O)Nc1nnc(-c2cc(Cl)ccc2Cl)o1 | -5.0
COC(=O)Nc1nc(CC(=O)NCCC2=CCCCC2)cs1 | 4.0
Cc1[nH]n(-c2ccc(F)cc2)c(=O)c1C=Nc1sc2c(c1C#N)CCCC2 | -1.4
Cc1cc(NC(=O)CSc2nc(=O)n(N3CCN(C)CC3)c3c2CCCC3)no1 | 11.0
NC(=O)Cn1nnn(-c2ccc(NC(=O)c3ccc(Br)o3)cc2)c1=O | -5.0
COc1ccccc1CNC(=O)C1=Cc2cc(C)ccc2OC=C1 | -5.0
O=C(Cc1cc(=O)[nH]c(SCc2ccccc2F)n1)NC1CCCC1 | -3.0
COc1cccc(-n2ccn3c(C(C)C)nnc3c2=O)c1 | -1.0
O=C(Nc1cccs1)NC1CCC(Oc2ncc(F)cn2)CC1 (stereo not given) | 1.0
O=C(c1ccccc1)c1c(Nc2ccc(F)cc2)[nH]c(=O)c2ccccc12 | 1.0
CC(O)(CNC(=O)C(=O)NCc1ccc(F)cc1)C1CC1 (stereo not given) | -5.0
COc1ccc(Br)c(C(=O)N2CCCC(c3nnc(-c4ccsc4)o3)C2)c1 (stereo not given) | -6.0
COc1cc2nc(SCC(=O)Nc3ccc(Br)cc3F)n3nc(C)nc3c2cc1OC | -1.0
NC(=S)NN=Cc1c2ccccc2cc2ccccc12 | 4.4
Cc1nn(C)c(C(=O)NN=Cc2ccc(C(F)(F)F)cc2)c1[N+](=O)[O-] | -1.1
COc1cc(C(=O)Nc2cc(C)nn2[C@H]2CCS(=O)(=O)C2)cc(OC)c1OC | 4.0

# Random excerpt: 7 records from the list.
structure | SSB-PriA inh
CC(O)(CNC(=O)C(=O)NCc1ccc(F)cc1)C1CC1 (stereo not given) | -5.0
O=C(c1ccccc1)c1c(Nc2ccc(F)cc2)[nH]c(=O)c2ccccc12 | 1.0
Cc1cc(NC(=O)CSc2nc(=O)n(N3CCN(C)CC3)c3c2CCCC3)no1 | 11.0
O=C(Nc1cccs1)NC1CCC(Oc2ncc(F)cn2)CC1 (stereo not given) | 1.0
COc1cc2nc(SCC(=O)Nc3ccc(Br)cc3F)n3nc(C)nc3c2cc1OC | -1.0
COc1ccccc1CNC(=O)C1=Cc2cc(C)ccc2OC=C1 | -5.0
CCOc1ccc(NCc2cn3ccccc3n2)cc1 | 35.0

# Grouped by structure, the compounds so far with a cyano group (2)
structure | SSB-PriA inh
CCOC(=O)N1CCN(/C=C(\C#N)C(=O)NCc2ccc(OC)cc2)CC1 | 2.0
Cc1[nH]n(-c2ccc(F)cc2)c(=O)c1C=Nc1sc2c(c1C#N)CCCC2 | -1.4

# Screening data (PubChem)

# Not all compounds are listed, so the mix of outcomes need not match the whole.
